Bioassay records: PubChem, The Scripps Research Institute Molecular Screening Center
CHO-K1 Ca ag – M1 agonist counterscreen hit in parental CHO-K1 cells | hit rate 0.48% among 360,000 | activation, % at 3 µM | AID 602248 | Fluo-8 calcium fluorescence; scaled to maximal ATP response, vehicle zero; in the data active = activation above about 15%;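 also: untransfected CHO-K1 host cells lacking M1 receptor as counterscreen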
TAAR1 antag – human TAAR1 antagonism; inhibition, % at 3 µM; Q96RJ0; CHO RD-HGA16 TAAR1, Fluo-8 calcium fluorescence, antagonist; hit rate 1.5% among 360,000;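 active = inhibition above a per-plate cutoff, the mean inhibition of test compounds on that plate plus 3 SD, cut at about 49% in these data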;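 also: 0% = DMSO plus EC80 beta-PEA response and 100% = DMSO alone without agonist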
Target sequence (Q96RJ0 whole entry, looked up): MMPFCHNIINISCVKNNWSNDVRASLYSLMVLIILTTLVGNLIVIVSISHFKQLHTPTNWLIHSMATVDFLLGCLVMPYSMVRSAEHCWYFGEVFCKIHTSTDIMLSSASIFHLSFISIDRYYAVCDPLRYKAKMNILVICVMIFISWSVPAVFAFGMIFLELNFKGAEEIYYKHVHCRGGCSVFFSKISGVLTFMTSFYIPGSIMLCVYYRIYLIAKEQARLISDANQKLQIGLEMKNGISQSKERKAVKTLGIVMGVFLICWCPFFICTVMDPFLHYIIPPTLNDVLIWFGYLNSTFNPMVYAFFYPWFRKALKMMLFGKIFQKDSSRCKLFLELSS
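Test system – hTAAR1-expressing CHO RD-HGA16 cells, Gα16-coupled · Also added – β-PEA at EC80 concentration, post-compound challenge · Compound – 3 µM, single point · Incubation – dye loading 75 min at 37 °C, then 30 min room temperature · Measured by – Fluo-8 intracellular calcium dye fluorescence, real-time kinetic reads · Benchmarks – vehicle and agonist controls · Replicates – singlicate, one well per test compound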
M1 ag – agonists of human M1 muscarinic receptor | hit rate 0.33% among 360,000 | activation, % at 3 µM | AID 588814 | CHO-K1 hM1, Fluo-8 calcium fluorescence, agonist mode; 0% DMSO, 100% acetylcholine EC100;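 active = activation above the run's mean compound activation plus 3 SD, cut at about 16% in these data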;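 also: peak over basal fluorescence ratio within a 140 s kinetic read after compound addition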
Target sequence (P11229 whole entry, looked up): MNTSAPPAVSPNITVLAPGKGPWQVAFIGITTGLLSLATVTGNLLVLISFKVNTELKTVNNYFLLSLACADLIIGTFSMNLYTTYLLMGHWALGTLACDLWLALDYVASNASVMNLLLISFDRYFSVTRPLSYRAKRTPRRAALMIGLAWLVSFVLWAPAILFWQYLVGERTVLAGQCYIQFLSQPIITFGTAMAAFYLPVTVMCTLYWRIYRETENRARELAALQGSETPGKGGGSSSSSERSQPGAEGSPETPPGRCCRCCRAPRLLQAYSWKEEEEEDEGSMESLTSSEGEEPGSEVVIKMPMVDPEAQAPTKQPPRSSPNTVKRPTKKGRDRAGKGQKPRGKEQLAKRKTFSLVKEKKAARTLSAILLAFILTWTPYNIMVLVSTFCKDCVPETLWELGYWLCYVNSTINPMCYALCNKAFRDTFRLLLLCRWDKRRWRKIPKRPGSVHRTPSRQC
TAAR1 ag – human TAAR1 agonism; Q96RJ0; CHO RD-HGA16 TAAR1, Fluo-8 calcium fluorescence; vehicle wells 0%, saturating PEA agonist 100%; activation, % at 3 µM; hit rate 0.99% among 360,000;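 active = activation above the mean activation of all test compounds in the run plus 3 SD, cut at about 38% in these data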
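Repeats: no replicates (n 1) | Material: CHO-derived RD-HGA16 cells with stable Gα16 and human TAAR1 | Technique: Kinetic Fluo-8 calcium fluorescence | Schedule: 17-24 h seeding, 75 min 37 °C dye, 30 min RT | Evaluation: % activation from peak over basal fluorescence ratio, DMSO-to-PEA scaled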
CHO-K1 Ca antag – M1 antagonist counterscreen hit in parental CHO-K1 cells; AID 602250; ATP-induced calcium, Fluo-8 fluorescence; hit rate 0.6% among 360,000; inhibition, % at 3 µM;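 active = inhibition above a per-plate cutoff, the plate's mean sample inhibition plus 3 SD, cut at about 24% in these data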;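 also: 0% = DMSO plus EC80 ATP and 100% = DMSO alone without ATP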
M1 PAM parental – counter-screen for M1 PAMs: effect in parental CHO-K1 cells. ATP EC20, Fluo-8 calcium fluorescence; 0% at ATP EC20, 100% at ATP max. activation, % at 3 µM. hit rate 0.02% among 360,000;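 active = activation above the run cutoff, the mean activation of all test compounds plus 3 SD, cut at about 40% in these data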;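 also: peak over basal fluorescence ratio in a 140 s read after ATP addition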
M1 antag – blocks human M1 muscarinic receptor; P11229; AID 588852; hit rate 1.3% among 360,000; inhibition, % at 3 µM; CHO-K1 hM1, Fluo-8 calcium fluorescence, ACh EC80 antagonist;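 active = percent inhibition above its own plate's cutoff, namely the mean of that plate's compound wells plus 3 SD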;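 also: peak over basal fluorescence ratio during 140 s after agonist addition; 0% = ACh EC80 plus DMSO and 100% = DMSO alone without agonist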
CHO parental Ca – counter-screen: ATP calcium response change in parental CHO cells; parental CHO-K1, ATP-induced calcium, Fluo-8 fluorescence; inhibition, % at 5.6 µM; hit rate 0.63% among 330,000;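 active = inhibition above that plate's mean sample inhibition plus 3 SD, cut at about 26% in these data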;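 also: 0% = ATP-challenged DMSO wells and 100% = DMSO wells without ATP; some compounds past the cut are filed as inactive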
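Test system: parental CHO cells; detection: calcium-sensitive Fluo-8 fluorescence; evaluation: percent inhibition of calcium signal; also added: ATP as calcium-mobilizing challenge; repeats: one well per compound; control set: ATP-challenged DMSO wells low, unchallenged DMSO wells high; compound: single nominal dose of 5.6 µM per compound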
CHRM1 PAM – potentiates human M1 receptor response to acetylcholine. P11229. CHO-K1 hM1, Fluo-8 calcium fluorescence, ACh EC20; 0% = ACh EC20, 100% = maximal ACh. activation, % at 3 µM. hit rate 0.088% among 360,000; in the data active = activation above about 19%, passing the limit was not always enough
* hit, by the source's call; · = no result given.

SMILES | CHO-K1 Ca ag | TAAR1 antag | M1 ag | TAAR1 ag | CHO-K1 Ca antag | M1 PAM parental | M1 antag | CHO parental Ca | CHRM1 PAM
Cc1ccc(C2c3c(oc4ccccc4c3=O)C(=O)N2CCCN2CCOCC2)o1 (stereo unspecified) | 0.2 | 4 | -4 | 14 | 4 | 10 | 16 | -11 | -2
CN(CC(=O)NCCc1ccc(F)cc1)Cc1cccc(Cl)c1 | 0.4 | -4 | -5 | 1 | -2 | -4 | 7 | -2 | -2
Cc1ccc(S(=O)(=O)NC(C)(C)CSc2nncn2C)cc1 | 0.0 | -10 | -2 | 4 | -11 | -8 | 7 | -8 | -5
O=C1CC(NCc2ccncc2)C(=O)N1c1ccccc1 (stereo unspecified) | 0.2 | -19 | -1 | 4 | 5 | -5 | -10 | -3 | 10
CCC1CCC(N2CCN(c3cccc(OC)c3)CC2)CC1 (stereo unspecified) | 0.6 | -4 | -8 | 9 | 4 | -2 | -6 | · | -4
O=C(CCc1c[nH]c2ccccc12)N=Nc1c(O)[nH]c2ccccc12 | 2.2 | -18 | -3 | 8 | -16 | 8 | -8 | -15 | 9
COc1ccc(/C=N/NC(=O)c2cc(C34CC5CC(CC(C5)C3)C4)[nH]n2)cc1O | 1.3 | 19 | -3 | 1 | -10 | 11 | -9 | 29 | 4
COC(=O)N(C)C[C@@H]1OCc2cnnn2CCCC(=O)N([C@H](C)CO)C[C@@H]1C | 0.9 | -15 | -2 | 11 | -8 | 17 | -12 | · | 6
COc1ccc(S(=O)(=O)N2CCc3ccccc32)cc1OC | 1.9 | 3 | 1 | -2 | 4 | -5 | -9 | -7 | 11
NC1CCCCC1N=Cc1c(O)n(CCc2ccc(F)cc2)c(=O)[nH]c1=O (stereo unspecified) | -0.2 | 9 | -4 | 4 | -5 | 19 | 10 | · | -5
Cc1snc2sc(C(=O)c3ccc(Br)cc3)c(N)c12 | 0.4 | -7 | -2 | 2 | -4 | -5 | -6 | -17 | 6
CCCc1cc(C(=O)NNC(=S)NCc2ccccc2)cs1 | 3.1 | -1 | -5 | 3 | -12 | 21 | -5 | -17 | 5
COc1ccc(/C=C/C(=O)NC(=S)NNC(=O)Cc2cccs2)cc1OC | -0.3 | 4 | 0 | 7 | 3 | 9 | -6 | -8 | 8
CCN(CC)c1ccc(/C=N/NC(=O)CNC(=O)C2COc3ccccc3O2)c(O)c1 (stereo unspecified) | -0.3 | 14 | -1 | -1 | 0 | 22 | -13 | -23 | 13
COc1ccccc1-n1c(=O)c(C#N)c(-c2ccc([N+](=O)[O-])cc2)c2cc(C(=O)c3ccccc3O)cnc21 | 0.1 | -37 | -2 | -1 | -7 | 6 | -16 | 0 | 10

Ordered by count of non-hydrogen atoms (largest number first): some entries from above.
SMILES | CHO-K1 Ca ag | TAAR1 antag | M1 ag | TAAR1 ag | CHO-K1 Ca antag | M1 PAM parental | M1 antag | CHO parental Ca | CHRM1 PAM
COc1ccccc1-n1c(=O)c(C#N)c(-c2ccc([N+](=O)[O-])cc2)c2cc(C(=O)c3ccccc3O)cnc21 | 0.1 | -37 | -2 | -1 | -7 | 6 | -16 | 0 | 10
CCN(CC)c1ccc(/C=N/NC(=O)CNC(=O)C2COc3ccccc3O2)c(O)c1 (stereo unspecified) | -0.3 | 14 | -1 | -1 | 0 | 22 | -13 | -23 | 13
COC(=O)N(C)C[C@@H]1OCc2cnnn2CCCC(=O)N([C@H](C)CO)C[C@@H]1C | 0.9 | -15 | -2 | 11 | -8 | 17 | -12 | · | 6
COc1ccc(/C=C/C(=O)NC(=S)NNC(=O)Cc2cccs2)cc1OC | -0.3 | 4 | 0 | 7 | 3 | 9 | -6 | -8 | 8
O=C(CCc1c[nH]c2ccccc12)N=Nc1c(O)[nH]c2ccccc12 | 2.2 | -18 | -3 | 8 | -16 | 8 | -8 | -15 | 9
CN(CC(=O)NCCc1ccc(F)cc1)Cc1cccc(Cl)c1 | 0.4 | -4 | -5 | 1 | -2 | -4 | 7 | -2 | -2
CCCc1cc(C(=O)NNC(=S)NCc2ccccc2)cs1 | 3.1 | -1 | -5 | 3 | -12 | 21 | -5 | -17 | 5
O=C1CC(NCc2ccncc2)C(=O)N1c1ccccc1 (stereo unspecified) | 0.2 | -19 | -1 | 4 | 5 | -5 | -10 | -3 | 10
Cc1snc2sc(C(=O)c3ccc(Br)cc3)c(N)c12 | 0.4 | -7 | -2 | 2 | -4 | -5 | -6 | -17 | 6

New compounds follow
SMILES | CHO-K1 Ca ag | TAAR1 antag | M1 ag | TAAR1 ag | CHO-K1 Ca antag | M1 PAM parental | M1 antag | CHO parental Ca | CHRM1 PAM
O=C(CC1CCCCC1)NCCCN1CCOCC1 | 1.4 | -17 | 2 | 2 | -24 | 12 | -13 | -9 | 5
COc1cccc(CNC(=O)c2ccc(Cl)c(NC3=NC4CS(=O)(=O)CC4S3)c2)c1 (stereo unspecified) | -0.4 | -19 | -2 | 2 | -10 | 1 | -4 | -9 | 3
Cc1sc2nc(C)n(/N=C/c3ccc(O)cc3)c(=O)c2c1C | 0.6 | 0 | -2 | 10 | -12 | 21 | -16 | 9 | 13
COc1ccccc1NC(=O)c1nnn(Cc2ccccc2)c1NC(C)=O | 1.1 | 4 | -4 | 18 | -3 | 21 | -10 | -18 | 6
c1ccc(-c2ccccc2OCCN2CCCCC2)cc1 | 2.9 | -11 | -10 | 3 | -8 | 20 | 34* | -11 | -23
C(=C\c1nc(N2CCCCCC2)c2ccccc2n1)/c1ccccc1 | 4.0 | 8 | -8 | 21 | -10 | 22 | 10 | -29 | -14
COc1cccc(-c2ncc3ccccc3c2COC(=O)CCCC(=O)O)c1 | 0.4 | 8 | -14 | -1 | 0 | -8 | 9 | -10 | -7
COC(=O)c1[nH]c2cc(OC)ccc2c1N=CN(C)C | 0.5 | -12 | -4 | 1 | -10 | 6 | -4 | -7 | 5
COc1ccc(S(=O)(=O)NCC2CCCN(C(=O)c3cccnc3C)C2)cc1 (stereo unspecified) | -0.3 | 8 | 0 | 9 | 10 | -3 | 24 | -9 | -3
COc1cccc(CNC(=O)c2c[nH]n3c(=O)c(Cl)c(C)nc23)c1 | 0.0 | 15 | -3 | -2 | -1 | 20 | 8 | -2 | -1
C=CCc1cccc(OC)c1OCCOCCn1ccnc1 | 0.1 | -8 | -4 | 0 | 5 | -4 | -4 | -11 | 9
CCC1C(=O)NCCN1C(=O)c1ccc2nc(Cc3cccc(Cl)c3)oc2c1 (stereo unspecified) | 0.8 | 3 | -1 | 0 | 10 | -21 | 13 | 1 | -3
CCCCN(C(=O)COc1ccc(C)cc1OC)c1c(N)n(CCC)c(=O)[nH]c1=O | 0.0 | -14 | -3 | -1 | -2 | 11 | -8 | -14 | 8
Cc1cc(C)c2cc(C#N)c(N3CCCN(C(=S)NCCCN(C)C)CC3)nc2c1 | -0.8 | -11 | -9 | 3 | 3 | 6 | 16 | -18 | -7
Cc1ccc(N2C(=O)NC(NS(=O)(=O)c3ccccc3)(C(F)(F)F)C2=O)cc1C (stereo unspecified) | 0.8 | -13 | -2 | 3 | -3 | 12 | -7 | 2 | 6
COc1ccccc1CNC(=O)CSc1ccc(-c2cccs2)nn1 | 0.5 | -28 | -6 | 1 | -10 | 12 | 1 | -20 | 3
COc1ccc(-c2cn[nH]c2N)cc1 | 1.3 | -18 | -3 | 2 | -5 | 22 | -9 | -8 | 9
COc1ccccc1CNC(=O)COC(=O)c1ccc(-n2cnnn2)cc1 | 0.6 | -6 | -5 | 1 | 0 | 11 | -2 | -26 | 4
CCCNC(=O)c1ccc(Cl)c(Cl)c1 | -0.1 | 8 | -4 | 0 | -11 | 6 | 1 | -14 | 2
CC(C)C#Cc1cnc2c(c1)C(=O)N([C@H](C)CO)C[C@@H](C)[C@H](CN(C)C(=O)Nc1ccccc1F)O2 | 0.2 | -3 | 0 | 1 | -3 | 13 | -14 | · | 23
COc1ccccc1[C@H]1C(c2cccc(Cl)c2)=NN(c2ccccc2)[C@@H]1CO | -0.7 | · | -3 | · | 5 | 4 | -7 | -23 | 3
Cc1cccnc1Nc1nc(-c2ccccn2)cs1 | 1.8 | 11 | -4 | 5 | 12 | -4 | -2 | 6 | 5
Cc1ccc(S(=O)(=O)N2CCC(=O)N(CCOCc3ccc(C(F)(F)F)cc3)CC2)cc1 | 9.2 | 5 | 1 | 9 | 0 | -3 | 31 | 49* | -15
OCCC1CN(Cc2nc3c(s2)CCCC3)CCN1Cc1ccsc1 (stereo unspecified) | -0.2 | -6 | -7 | 0 | -2 | 6 | -12 | -16 | -1
COc1ccc(C(C#N)CCC2OCCO2)cc1OC (stereo unspecified) | 0.4 | 9 | -3 | 0 | -6 | 4 | -4 | -12 | 6
CCOC(=O)C(C(C)=O)c1c(Br)c(O)c(O)c2c(C(=O)c3ccc(C)cc3)coc12 (stereo unspecified) | 9.6 | 31 | -7 | 28 | -26 | 20 | 16 | -1 | 0
CC1(NC(=O)CSc2nnc(-c3ccco3)n2Cc2ccccc2)CCS(=O)(=O)C1 (stereo unspecified) | -0.1 | 5 | -5 | 7 | 4 | 1 | -5 | -15 | 4
COc1ccccc1N(CN1C(=O)c2ccccc2C1=O)C(=O)c1cccnc1 | 0.5 | 16 | -4 | 5 | -8 | 5 | -7 | -5 | 7
N#Cc1cc2c(=O)n3ccccc3nc2n(CCCN2CCOCC2)c1=O | 0.5 | -9 | -5 | 5 | -9 | 9 | -9 | 2 | 6
COc1ccc(Cc2nc3ccc(C(=O)NCCn4ccnc4C)cc3o2)cc1OC | 0.6 | -14 | -4 | 5 | -6 | 18 | -6 | -3 | 5
N#Cc1ccc(C(c2nnnn2C2CCCC2)N2CCC(Cc3ccccc3)CC2)cc1 (stereo unspecified) | 0.4 | 6 | -2 | 7 | 1 | 17 | -12 | -6 | 8
CN(C)C(=O)c1ccc(Nc2nc(-c3cccs3)nc3ccccc23)cc1 | 5.0 | 51* | -2 | 9 | 18 | -2 | 26* | 9 | -15
CC(=O)N1CCN(C2=NC(=O)/C(=C\c3cccs3)S2)CC1 | -0.1 | 9 | -2 | 4 | -6 | 8 | 1 | -5 | 2
Cc1cccc(NC(=O)CSCC(=O)N2CCN(Cc3ccc4c(c3)OCO4)CC2)c1 | 0.8 | 8 | -4 | 2 | 3 | -4 | -3 | -13 | 5
